HTR5A inv ag = counter-screen for OPRM1-OPRD1 inverse agonists: human HTR5A inverse agonism. P47898. HTR5A cell line, luminescence. inhibition, % at 9.3 µM. 340,000 compounds, 0.083% hits; in the data active = inhibition mostly above about 23%, no sharp cut-off; inactive = mostly below about 18%;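 note: 0% = cells with DMSO and 100% = no-cell wells with DMSO; some compounds called inactive have numbers as strong as hits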
Target sequence (P47898 whole entry, looked up): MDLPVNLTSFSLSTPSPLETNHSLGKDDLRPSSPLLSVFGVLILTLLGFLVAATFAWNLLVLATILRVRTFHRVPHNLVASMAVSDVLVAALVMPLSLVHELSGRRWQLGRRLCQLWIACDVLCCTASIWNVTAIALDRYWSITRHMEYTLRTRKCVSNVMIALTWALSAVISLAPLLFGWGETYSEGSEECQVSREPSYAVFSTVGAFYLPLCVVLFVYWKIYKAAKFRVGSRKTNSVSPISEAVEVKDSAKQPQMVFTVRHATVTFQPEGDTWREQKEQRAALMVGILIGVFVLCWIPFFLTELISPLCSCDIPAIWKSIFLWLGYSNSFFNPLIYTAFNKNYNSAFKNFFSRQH
MOR-DOR ag = OPRM1-OPRD1 heterodimerization agonism; P35372+P41143; activation, % at 9.3 µM; cells, luminescence; 340,000 compounds, 0.3% hits; in the data active = activation above about 18%;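 note: 0% = vehicle-treated cells and 100% = reference agonist; values of inactives mirror those of a sister screen read the other way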
DSG3 Ab inh = inhibitors of pemphigus antibody binding to human desmoglein-3 | P32926 | DSG3-coupled beads, scFv-anti-DSG3-GFP binding, flow cytometry; hits give low values | binding (percent of control), % at 10 µM | 310,000 compounds, 0.48% hits;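 active = binding more than 3 SD below its plate's average and above zero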;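 note: hits lower antibody fragment binding to DSG3; some compounds called inactive have numbers as strong as hits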
HTR5A ag = activates human HTR5A in OPRM1-OPRD1 agonist counter-screen | 340,000 compounds, 0.61% hits | AID 504692 | activation, % at 9.3 µM | HTR5A agonist assay, luminescence, cell-based | P47898; in the data active = activation mostly above about 9.5%, no sharp cut-off; inactive = mostly below about 7.6%;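 note: 0% = cells with vehicle only and 100% = reference agonist; strong numbers were not always called active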
DAGLB inhibitor = blocks human DAGLB lipase activity; Q8NCG7; HEK293T DAGLB membrane lysate, EnzChek fluorogenic substrate; inhibition, % at 5.17 µM; 340,000 compounds, 0.059% hits; AID 504411; in the data active = inhibition above about 34%;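 note: 0% = enzyme with vehicle and 100% = wells lacking enzyme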
PKA-R2B act = PKA-R2B complex activation; P22694+P31323; PKA-R2B holoenzyme dissociation, Cy5-IP20 fluorescence polarization; R2B truncated from residue 108, S112A mutant; 0% DMSO only, 100% 113 µM cGMP; activation, % at 11.4 µM; 340,000 compounds, 0.079% hits;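 active = activation above a cutoff set at the mean over all compounds plus 3 SD, cut at about 18% in these data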;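 note: higher means more holoenzyme dissociation and a rise in polarization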
Target sequence (P31323 whole entry, looked up, other chains not shown, the tested form may be a part): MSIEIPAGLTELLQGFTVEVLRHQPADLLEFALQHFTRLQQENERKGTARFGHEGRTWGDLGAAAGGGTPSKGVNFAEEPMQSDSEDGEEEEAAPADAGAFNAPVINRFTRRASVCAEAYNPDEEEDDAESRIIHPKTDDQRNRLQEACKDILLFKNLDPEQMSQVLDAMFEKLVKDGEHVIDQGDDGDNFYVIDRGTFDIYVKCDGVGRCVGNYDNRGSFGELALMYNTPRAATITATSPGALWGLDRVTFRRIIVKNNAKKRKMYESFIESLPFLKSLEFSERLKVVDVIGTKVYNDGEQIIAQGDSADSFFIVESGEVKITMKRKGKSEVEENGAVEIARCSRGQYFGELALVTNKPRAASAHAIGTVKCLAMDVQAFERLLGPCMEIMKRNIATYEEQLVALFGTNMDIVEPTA
OPRM1-OPRD1 inv = inverse agonist of human OPRM1-OPRD1 heterodimerization. inhibition, % at 9.3 µM. P35372+P41143. cell-based MOR-DOR heterodimer luminescence, inverse agonism. AID 504357. 340,000 compounds, 0.21% hits; in the data active = inhibition above about 22%, passing the limit was not always enough;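 note: 0% = cells with DMSO and 100% = wells without cells with DMSO; values of inactives mirror those of a sister screen read the other way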
V-ATPase pHluor = yeast V-ATPase proton transport regulation by pHLuorin. 350,000 compounds, 0.37% hits. response, % at 10 µM. S. cerevisiae, pHLuorin cytosolic pH fluorescence. AID 504577; in the data active = response mostly above about 7.3%, no sharp cut-off; inactive = mostly below about 5.4%; note: actives read high; inactives centre near 0; some compounds called inactive have numbers as strong as hits; reference of the scale not given here
PKA-R1A act = PKA-R1A complex activation. P00514+P68181. PKA-R1A dissociation, Cy5-IP20 fluorescence polarization; scaled: DMSO 0%, 113 µM cGMP 100%. activation, % at 11.4 µM. 340,000 compounds, 0.083% hits;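 active = percent activation above the mean of all tested compounds plus 3 SD, cut at about 19% in these data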;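 note: higher means more PKAc released from R1A so a rise in polarization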
Arrestin-AP2 inh = human beta-arrestin and AP2 interaction inhibition | FITC-arrestin peptide / GST-AP2 beads, flow cytometry; AP2 beta2 appendage carries R879A mutation | inhibition, % at 10 µM | 340,000 compounds, 0.31% hits | AID 504490;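 active = inhibition above a set limit, near 3 SD of compounds lacking own fluorescence, cut at about 54% in these data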;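 note: plate controls were DMSO wells for no effect and 5 µM unlabelled arrestin peptide for full effect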
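System: GST-tagged AP2 beta2-adaptin appendage (R879A) on 4 µm glutathione beads / Reagent: FITC-arrestin peptide, 50 nM / Detection: HyperCyt-sampled flow cytometry, FL1 channel, ex 488/em 535 nm / Timing: 12 min plus 1 h, RT / Buffer or medium: PBS plus Tween 20 (0.05%) and BSA (0.1%)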
The depositor's hits bear a star; . = no result given.

SMILES	HTR5A inv ag	MOR-DOR ag	DSG3 Ab inh	HTR5A ag	DAGLB inhibitor	PKA-R2B act	OPRM1-OPRD1 inv	V-ATPase pHluor	PKA-R1A act	Arrestin-AP2 inh
COC(=O)C1=C(c2cccc(OC)c2OC)C[C@@H]2CC[C@H]1N2C(=O)NC1CCCCC1	-33	0.5	104	6	1	-6	-3	-3	-9	0
Cc1c(NC(=O)C(C)OC(=O)Cc2ccccc2)c(=O)n(-c2ccccc2)n1C (configuration not stated)	10	-2.1	87	3	3	8	11	-7	16	-2
C[N+]1(C)C2CC(OC(=O)C(CO)c3ccccc3)CC1C1OC12 (configuration not stated)	-24	-1.5	112	-1	3	3	8	0	-4	-5
CSc1nnc(OC(=O)N(C)C)n1-c1ccc(Cl)cc1	-4	-2.2	.	0	-1	-8	11	-2	-4	9
COC(=O)C1=C(c2ccc(OCc3ccccc3)cc2)C[C@@H]2CC[C@H]1N2C(=O)NCCCCc1ccccc1	.	.	113	.	-12	0	.	-1	-11	.
CC(NC(C)(C)C)C(=O)c1cccc(Cl)c1 (configuration not stated)	-7	-2.5	106	-2	3	-1	14	4	-1	-6
COC(/C(C)=C/C=C/C(C)=C/c1coc(C)n1)C(C)C1CC(O)C2(C)OC2C=CC(C)C2CC(CC(=O)O2)CC2OC2C(=O)O1 (configuration not stated)	-7	-2.7	90	2	-3	-1	12	1	4	31
C[C@H]1[C@H](OC(=O)CCC(=O)NCc2ccc(C(=O)O)cc2)O[C@@H]2O[C@@]3(C)CC[C@H]4[C@H](C)CC[C@@H]1C24OO3	-5	7.9	91	1	-1	0	-41	1	-4	4
Cc1cc(N2CCOCC2)nc2ccc(NC(=O)CCC(=O)N3CCC4(CC3)OCCO4)cc12	-6	-3.3	97	8	1	-2	16	-1	12	8
O=[N+]([O-])c1ccc(N2CCOCC2)c2ccncc12	-10	3.9	105	0	3	-8	-19	1	1	-10
c1coc(CN2Cc3ccccc3-n3nncc3C2)c1	.	.	101	.	-1	-17	.	0	0	.
CCOC(=O)N(CC)c1ccc(C(O)(C(=O)OC)C(F)(F)F)cc1 (configuration not stated)	-12	-2.4	98	3	5	-7	12	1	5	11
COc1ccc(OC)c(N=Cc2c(O)[nH]c(=O)[nH]c2=O)c1	11	-1.2	100	-3	0	-10	6	4	-2	-8
COc1ccc(OCC(=O)Nc2ccc(Cl)cc2C(=O)c2ccccc2)cc1	-19	4.5	111	-1	-9	1	-23	-4	5	-1
CCOC(=O)c1c(N)n(CCN2CCCCC2)c2nc3ccccc3nc12	2	-1.5	103	7	1	-7	9	-2	4	0
C[N+]1=C(/C=C/Nc2ccccc2)C(C)(C)c2ccccc21	-19	0.6	119	0	1	10	-3	0	2	35
COc1nc(NC(C)C)nc(NC(C)C)n1	8	0.1	104	-4	2	2	-1	0	-3	0
Cc1cc[n+](Cc2ccccc2)cc1	-21	-2.6	123	7	-3	-4	15	-3	1	25
COc1cccc(CNCCc2ccccc2)c1OC	2	-0.3	99	-1	1	-5	1	-1	-5	12
O=c1[nH]c(=S)n(CCC2=CCCCC2)c(O)c1C=NC1CCN(Cc2ccccc2)CC1	-11	-3.4	.	0	-3	2	17	-4	0	15
O=P(Oc1ccccc1)(Oc1ccccc1)N1CCN(c2ccc(F)cc2)CC1	1	2.5	112	3	-1	-4	-12	-1	-5	21
CCN1C(=O)/C(=C/c2ccc(N(CC)CC)cc2OC)C(=O)NC1=S	4	0.8	273	-2	3	8	-6	-4	-5	-8
COc1ccc(-n2c(CN3CCOCC3)nc3ccccc3c2=O)c(OC)c1	0	-2.8	130	0	1	-6	14	-1	1	8
O=C(c1sc2ccccc2c1Cl)N1CCC2(CC1)OCCO2	13	1.3	.	5	-3	1	-7	-2	1	3
CC(=O)OC1N=C(c2ccc(Cl)cc2)c2cc(Br)ccc2NC1=O (configuration not stated)	-24	2.2	.	11	0	8	-14	2	-2	1

As a short view, some entries already given.
SMILES	HTR5A inv ag	MOR-DOR ag	DSG3 Ab inh	HTR5A ag	DAGLB inhibitor	PKA-R2B act	OPRM1-OPRD1 inv	V-ATPase pHluor	PKA-R1A act	Arrestin-AP2 inh
COc1nc(NC(C)C)nc(NC(C)C)n1	8	0.1	104	-4	2	2	-1	0	-3	0
Cc1cc[n+](Cc2ccccc2)cc1	-21	-2.6	123	7	-3	-4	15	-3	1	25
COc1cccc(CNCCc2ccccc2)c1OC	2	-0.3	99	-1	1	-5	1	-1	-5	12
O=c1[nH]c(=S)n(CCC2=CCCCC2)c(O)c1C=NC1CCN(Cc2ccccc2)CC1	-11	-3.4	.	0	-3	2	17	-4	0	15
O=P(Oc1ccccc1)(Oc1ccccc1)N1CCN(c2ccc(F)cc2)CC1	1	2.5	112	3	-1	-4	-12	-1	-5	21
CCN1C(=O)/C(=C/c2ccc(N(CC)CC)cc2OC)C(=O)NC1=S	4	0.8	273	-2	3	8	-6	-4	-5	-8
COc1ccc(-n2c(CN3CCOCC3)nc3ccccc3c2=O)c(OC)c1	0	-2.8	130	0	1	-6	14	-1	1	8
O=C(c1sc2ccccc2c1Cl)N1CCC2(CC1)OCCO2	13	1.3	.	5	-3	1	-7	-2	1	3
CC(=O)OC1N=C(c2ccc(Cl)cc2)c2cc(Br)ccc2NC1=O (configuration not stated)	-24	2.2	.	11	0	8	-14	2	-2	1

The results go on.
SMILES	HTR5A inv ag	MOR-DOR ag	DSG3 Ab inh	HTR5A ag	DAGLB inhibitor	PKA-R2B act	OPRM1-OPRD1 inv	V-ATPase pHluor	PKA-R1A act	Arrestin-AP2 inh
O=c1[nH]c(=O)n(-c2ccc(F)cc2)c(O)c1C=Nc1ccccc1N1CCCC1	17	-2.4	99	0	1	-3	10	-5	-8	6
CC(C)[C@H](NC(=O)N1C[C@H]2C[C@@H](C1)c1cccc(=O)n1C2)C(=O)Nc1ccccc1F	18	-1.2	.	-1	-4	-1	6	-1	-1	2
CC(C)(O)C1C2OC(=O)C1C1(O)CC3OC34C(=O)OC2C14C (configuration not stated)	12	2.8	99	-3	-1	11	-15	2	-2	2
CN(C)CCN=Cc1c(O)n(-c2cccc3ccccc23)c(=O)[nH]c1=O	12	-2.0	103	-2	4	-1	11	0	3	-12
Cc1ccc(S(=O)(=O)N(C)C)cc1NC(=O)C(C)[N+]12CCN(CC1)CC2 (configuration not stated)	25	-2.8	99	-1	-1	-2	14	0	-2	4
CN1c2ccccc2Oc2ccccc21	-13	0.6	.	1	3	0	-3	0	-3	-3
Cn1c2ccccc2c2c(C(=O)N3CCC4(CC3)OCCO4)cn(C3CCCC3)c(=O)c21	21	-4.1	.	3	0	-8	20	2	-2	22
CC1C(c2ccccc2)OC(=O)N1C (configuration not stated)	10	-4.1	.	-2	-3	-3	20	-1	0	31
O=C(Nc1cccc2ccccc12)N1Cc2ccccc2-n2nncc2C1	.	.	.	.	0	-3	.	5	7	.
Cc1nn(CC(C)C)c(Cl)c1C(=O)NC1CCC(C)CC1 (configuration not stated)	-8	-0.7	90	4	0	-2	4	-2	-5	-8
CCC(C)n1c(O)c(C=NCC2CCCO2)c(=O)[nH]c1=S (configuration not stated)	-4	-1.4	112	1	-1	-10	7	-2	-2	10
CC(C)Oc1cccnc1N(C)C1CCN(Cc2ccccc2)CC1	.	.	.	.	3	-5	.	-1	1	-6
CC(=O)OC1(c2ccccc2)CCN(C)C(C)C1C (configuration not stated)	-38	0.0	93	1	-1	9	0	-3	13	14
O=C(C1CCN(c2nc3ccc(Br)cc3s2)CC1)N1CCC2(CC1)OCCO2	-26	0.1	107	0	3	-1	0	-2	-4	-8
O=C1CCN(C(=O)Cc2ccccc2[N+](=O)[O-])CC1	11	-1.3	82	-2	3	3	6	-1	-10	4
Cc1cccc(OP(N)(=O)Oc2cccc(C)c2C)c1C	-3	0.6	.	-2	-121	-6	-3	7	-9	19
CC(C)CN1CCN(Cc2ccccc2C(F)(F)F)CC1CCO (configuration not stated)	6	-2.1	99	-1	1	-5	11	2	-14	-5
COc1ccccc1CC1C(=O)C2CCN1CC2 (configuration not stated)	1	-2.5	96	3	2	-1	11	-2	3	23
COC/C=C1\CN2C3C[C@@H]1[C@H]1COC4=Nc5cc(OC)c(OC)c(OC)c5[C@@]43C[C@@H]12	2	-2.7	98	6	-2	-4	14	1	-15	2
CCCCC(=O)N/N=C/c1c(O)n(CC)c(=S)n(CC)c1=O	18	0.5	89	-7	-24	-12	-4	2	0	-10
COc1ccccc1-n1c(O)c(C=NC2CC2)c(=O)[nH]c1=O	-25	-4.9	96	9	0	-4	21	-2	2	0
COc1ccc(CCNCc2ccc(OC)c(OC)c2OC)cc1	5	-0.3	105	8	3	-10	2	3	4	-1
O=C(O)[C@@H]1C[C@H]1[C@@H](NP(=O)(c1ccccc1)c1ccccc1)c1ccccc1	-31	-2.1	106	11	0	0	12	-7	-4	-3
Cn1c(O)c(C=NCc2cccs2)c(=O)n(C)c1=O	17	-1.9	97	-5	1	-4	10	2	-10	1
C[C@]12CC[C@@H](O)C[C@@H]1CC[C@@H]1[C@@H]2CC[C@]2(C)[C@@H](O)CC[C@@H]12	-16	0.4	100	-4	0	-4	-2	8	-11	-10
Continued.
SMILES	HTR5A inv ag	MOR-DOR ag	DSG3 Ab inh	HTR5A ag	DAGLB inhibitor	PKA-R2B act	OPRM1-OPRD1 inv	V-ATPase pHluor	PKA-R1A act	Arrestin-AP2 inh
O=C(COc1ccc(Cl)cc1)NC1CN2CCC1CC2 (configuration not stated)	-2	-2.5	100	1	-2	-3	12	0	-10	-3
C/C=C1/CN2[C@@H]3C4CO[C@@H]3c3c([nH]c5cc(OC)ccc35)[C@@H]2CC14 (some centres not stated)	20	-2.2	101	1	-1	-7	11	1	3	1
O=Cc1cn(Cc2cccc(F)c2)c2ccccc12	-26	-1.1	.	8	-3	-1	5	2	-8	1
O=c1[nH]c(=S)n(Cc2ccc(F)cc2)c(O)c1C=NCc1cccnc1	9	0.2	93	-3	1	-12	-1	0	6	25
COC(=O)C1=C(c2ccc(C(C)=O)cc2)C[C@@H]2CC[C@H]1N2C(=O)N1CCC(O)(c2ccc(Cl)cc2)CC1	4	-0.5	106	9	0	-1	3	-4	0	23
C=CCn1c(O)c(C(C)=NCCCn2ccnc2)c(=O)[nH]c1=O	1	-4.1	.	0	-1	3	20	0	0	-16

Compound activity (PubChem)

A portion of the library; count on the stated rates, not on these rows.
